# TrxR1 inh = inhibitors of rat thioredoxin reductase 1 | 390,000 tested, 1% active | AID 588453 | recombinant rTrxR1, NADPH fluorescence consumption, selenite substrate | O89049 | Potency, µM (doses to about 114 µM), inactives show at the highest dose activity change, negative = inhibition, usual class: inhibitors; further: potency means the concentration at half of the fitted maximal effect; on the % scale 0 is the no-effect control and ±100 the full control effect; nearly all actives have a fitted effect of over 65% in size
#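 Rat TrxR1 (90 nM in the dispensed reagent) was pre-reduced with 400 uM NADPH for 5 min at room temperature, then incubated with compound for 15 min. After 400 uM selenite was added, NADPH fluorescence (Ex 340/Em 450 nm) was followed for 8 min.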
# HP1b chromo inh = blocks HP1-beta chromodomain binding to methylated histone tails; AlphaScreen HP1-beta / biotin-H3K9me3 peptide binding; Potency, µM (highest dose often 114 µM), without a hit: top-dose activity change, negative = inhibition, most hits filed as inhibitors; 390,000 tested, 0.56% active; further: potency means the concentration at half of the fitted maximal effect; nearly all actives have a fitted effect of over 70% in size; inactives centre near 23
#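 AlphaScreen: HP1-beta (50 nM) preformed 30 min with biotin-H3(1-18)K9me3 peptide (50 nM) in PBS pH 7.4, 0.01% Tween-20. Compound added for 30 min at RT, then streptavidin donor/nickel chelate acceptor beads (10 ug/mL) for 30 min.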
# TrxR1 substrate = substrates of rat thioredoxin reductase 1 | O89049 | purified TrxR1 substrate turnover, NADPH consumption readout | Potency, µM (top dose mostly 114 µM), for inactives: at the highest dose activity change, negative = substrate turnover | 390,000 tested, 0.01% active | AID 588456; further: potency means the concentration at half of the fitted maximal effect; on the % scale 0 is the no-effect control and ±100 the full control effect; nearly all actives have a fitted effect of over 50% in size
#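 Rat TrxR1, dispensed at 90 nM, was prereduced with 400 uM NADPH (final) for 5 min at ~22 deg C, then incubated with compound 15 min before 400 uM selenite. A first-read NADPH fluorescence drop versus no-compound background flagged substrates.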
# USP1 inh = inhibitors of human USP1/UAF1 deubiquitinase; 390,000 tested, 0.23% active; Potency, µM (doses to about 57.1 µM), for the others: top-dose activity change, negative = inhibition, hits mostly inhibitors; recombinant USP1/UAF1, Ub-Rhodamine cleavage fluorescence; O94782; further: potency means the concentration at half of the fitted maximal effect; on the % scale 0 is the no-effect control and ±100 the full control effect; nearly all actives have a fitted effect of over 60% in size; inactives centre near -12
#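 USP1/UAF1 complex at 1 nM was preincubated with compound for 15 min at room temperature, then Ub-Rho substrate (150nM final) was added. Fluorescence (480/540 nm) was read kinetically, 6 reads every 60 seconds.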
# GLS inh = glutaminase GLS (human) inhibition. O94925. GLS enzymatic activity, qHTS titration. Potency, µM (titrated, usually from 45.5 µM), without a hit: at the top dose activity change, negative = inhibition, actives largely listed as inhibitors. 410,000 tested, 0.21% active. AID 624170; further: potency means the concentration at half of the fitted maximal effect; on the % scale 0 is the no-effect control and ±100 the full control effect
# Target sequence (O94925 whole entry, looked up): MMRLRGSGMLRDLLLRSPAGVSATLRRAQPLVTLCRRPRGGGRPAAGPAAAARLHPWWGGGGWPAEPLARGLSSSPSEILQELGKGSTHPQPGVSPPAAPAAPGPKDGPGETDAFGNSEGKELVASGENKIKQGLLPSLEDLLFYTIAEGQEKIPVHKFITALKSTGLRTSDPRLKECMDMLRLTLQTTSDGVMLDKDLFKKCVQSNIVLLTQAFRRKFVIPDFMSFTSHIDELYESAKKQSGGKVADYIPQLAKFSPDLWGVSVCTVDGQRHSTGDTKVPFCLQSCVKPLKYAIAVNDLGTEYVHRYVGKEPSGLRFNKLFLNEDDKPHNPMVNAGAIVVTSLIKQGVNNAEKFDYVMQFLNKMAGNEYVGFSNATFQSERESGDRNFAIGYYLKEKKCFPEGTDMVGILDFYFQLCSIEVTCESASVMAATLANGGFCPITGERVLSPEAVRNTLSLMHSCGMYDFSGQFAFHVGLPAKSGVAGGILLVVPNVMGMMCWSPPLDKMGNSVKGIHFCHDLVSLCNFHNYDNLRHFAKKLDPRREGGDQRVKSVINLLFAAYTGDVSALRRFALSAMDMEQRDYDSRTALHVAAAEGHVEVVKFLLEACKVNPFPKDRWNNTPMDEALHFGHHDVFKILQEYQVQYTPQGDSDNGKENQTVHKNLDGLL
#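 hKGA in 45 mM KH2PO4 (pH 8.2), 0.02% Tween-20 with compound, then 1mM L-Glutamine (stock as added) plus glutamate oxidase/HRP/Amplex red coupling mix. Fluorescence read initially and after 30 min at RT; signal change reflects glutamate formation.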
# Tb PGK inh = blocks T. brucei phosphoglycerate kinase; AID 602233; Potency, µM (doses to about 57.5 µM), without a hit: at the highest dose activity change, negative = inhibition, most hits filed as inhibitors; P07378; 380,000 tested, 0.043% active; PGK/GAPDH coupled, Kinase-Glo luminescence, 60 min; further: potency means the concentration at half of the fitted maximal effect; on the % scale 0 is the no-effect control and ±100 the full control effect; nearly all actives have a fitted effect of over 60% in size
#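 Recombinant glycosomal PGK reaction used 1,3-bisphosphoglycerate generated in-well by GAPDH (100nM final) in 100mM TEA pH 7.6, 5mM MgCl2, 0.01% Tween-20. After 60 minutes at room temperature, ATP was read by Kinase-Glo Plus luminescence end-point.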
# PI4K2A block = blocks human PI4K2A kinase activity. 420,000 tested, 0.13% active. activity change, negative = inhibition, % at 76.9 µM. purified PI4K2A, ADP-Glo luminescence, 1 h; hits give low values. AID 1346378; in the data active means activity change below about -50%; inconclusive means mostly about -30% to -49%;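 further: -100% = wells without enzyme as full effect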
#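 In this quantitative HTS, ADP production by PI4K2A was quantified luminescently after 1 h at ambient temperature; 100 microM adenosine served as plate-quality control.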
# Pin1 inh = inhibitors of human Pin1 | Q13526 | Pin1 FP peptide displacement, HiFluor488, 10 min | Potency, µM (top dose mostly 115 µM), for the others: top-dose activity, negative = inhibition, most hits filed as inhibitors | 390,000 tested, 0.009% active; active means well fitted inhibition curve with a large enough effect in the polarisation, with a control signal flat, not every such curve was filed as active; inconclusive means small, poorly fitted or top-dose-only effect, or effect the other way, or a change in a side signal; inactive means no such curve, though single readings can be large or run the other way; the % refers to the polarisation; further: potency means the concentration at half of the fitted maximal effect; on the % scale 0 is the no-effect control and ±100 the full control effect
# IDH1 R132H inh = inhibitors of human mutant IDH1 R132H. Potency, µM (highest dose often 76.6 µM), inactives show at the highest dose activity change, negative = inhibition, hits mostly inhibitors. AID 602179. 390,000 tested, 0.093% active. IDH1-R132H enzyme, NADPH consumption, diaphorase/resazurin fluorescence; further: potency means the concentration at half of the fitted maximal effect; on the % scale 0 is the no-effect control and ±100 the full control effect; nearly all actives have a fitted effect of over 65% in size
# Target sequence (O75874 whole entry R132H, stated change not applied): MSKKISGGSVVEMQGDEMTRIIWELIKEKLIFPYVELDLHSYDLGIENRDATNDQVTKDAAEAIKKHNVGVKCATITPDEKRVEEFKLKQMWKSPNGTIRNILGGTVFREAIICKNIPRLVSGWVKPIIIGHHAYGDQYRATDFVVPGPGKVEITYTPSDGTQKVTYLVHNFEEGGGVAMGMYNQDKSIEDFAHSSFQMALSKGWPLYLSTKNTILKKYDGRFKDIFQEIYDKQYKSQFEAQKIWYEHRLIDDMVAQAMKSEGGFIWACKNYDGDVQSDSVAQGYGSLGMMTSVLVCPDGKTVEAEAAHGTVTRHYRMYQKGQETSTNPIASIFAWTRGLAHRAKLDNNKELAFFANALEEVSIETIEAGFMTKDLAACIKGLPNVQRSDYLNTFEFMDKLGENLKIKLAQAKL
#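 IDH1-R132H (0.5 ug/mL dispensed) in pH 7.5 Tris buffer was preincubated 30 min with compound, then given a substrate mix of 0.016 mM NADPH and 2 mM alpha-KG for 80 min at room temperature; remaining NADPH was read by diaphorase/resazurin fluorescence.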
# * marks the source's active call; other numbers are inactive results; i = inactive; ? = inconclusive; / = no result given; & = joins results of further samples; [ ] = remark or other dose. Unless noted, the call rests on the fitted dose curve; in most records, active means well fitted curve in the direction sought with a large enough effect; inconclusive means small, poorly fitted or top-dose-only effect, or another doubt; inactive means no such curve, though single readings can be large; an effect the other way counts as inactive or inconclusive. Only part of the results is shown; the hit share may differ from the screen's.
Pin1 inh,TrxR1 inh,HP1b chromo inh,TrxR1 substrate,USP1 inh,GLS inh,Tb PGK inh,PI4K2A block,IDH1 R132H inh,smiles
0%,26%[57.1 µM],53%[activator],-5%,-22%,1%,i,-3,5%,Brc1ccc(COc2ncnc3ccccc23)cc1
-6%,-16%,12%,-8%,-11%,6%,0%,-8,0%,COc1ccccc1NC(=O)CN1CCN(C(=O)c2ccco2)CC1
-7%,1%,34%[activator],2%,-18%,-3%,i,0,0%,Cc1nc2nc(C)c(CCC(=O)NCc3ccc4c(c3)OCO4)c(C)n2n1
-2%&-6%,14%&-10%,21%&25%,2%&0%,-15%&-3%,3%&0%,4%&-7%,-1&-1,3%&-4%,COc1cccc2c1Oc1ncccc1N(C(=O)CCC(=O)NCc1ccc(C)cc1)C2
-4%,16%,10%,9%,-20%,1%,/,9,6%,CCc1nnc(NC(=O)CCN2C(=O)c3ccccc3S2(=O)=O)s1
4%,-9%,26%,2%,-6%,0%,3%,-1,-6%,Cc1ccccc1N=Nc1c(O)n(C)c2ccccc12
?,10%,-22%,10%[11.4 µM],-9%,-7%,-4%,2,-14%,Cc1ccc(C(=O)N2CCn3c4c(c5cc(C)ccc53)CCCC42)cc1 (centres undefined)
33%[activator],-14%,182%[activator],3%,-10%,6%,0%,-5,2%,CCOC(=O)C(C)Sc1nc2c(c(-c3cccs3)c1C#N)CCC2 (centres undefined)
16%,19%,26%,6%,-4%,1%,-1%,-1,5%,COc1cc(NC(=O)CSc2ccc(-c3sc(C)nc3C)nn2)cc(OC)c1
-1%,-5%,32%,-4%,-15%,16%,6%,4,1%,C=CCc1c(C)nc(SC)nc1Nc1ccc(C(=O)O)cc1
-4%,8%[57.1 µM],51%[activator],4%[57.1 µM],7%,10%,0%,-3,6%,CCC(Sc1nc2cc3c(cc2c(=O)n1CCCC(=O)NCc1ccc2c(c1)OCO2)OCO3)C(=O)NCCCOC (centres undefined)
3%,23%,17%,8%[11.4 µM],6%,4%,-4%,-3,6%,COc1ccc(C2=NN(S(C)(=O)=O)C(c3ccc4nccnc4c3)C2)cc1 (centres undefined)
-3%,-6%,46%[activator],-4%,-11%,1%,-4%,2,4%,COc1ccc(-c2c(NC(=O)c3ccco3)oc3c(C)cccc3c2=O)cc1OC
1%,13%[57.1 µM],34%,-5%,0%,-18%,0%,6,2%,O=C1c2ccccc2CN1CCNS(=O)(=O)c1ccc(Cl)cc1
-11%,-2%,2%,9%[2.29 µM],9%,-17%,-5%,0,-5%,CCC(=O)N1CCc2cc(Br)cc(S(=O)(=O)CCC(=O)NCc3cccc(OC)c3)c21
1%,8%,17%,6%,-8%,31%[activator],8%,5,-2%,Cc1cc(C2C(C#N)=C(N)Oc3n[nH]c(C)c32)c(C)s1 (centres undefined)
-2%,-9%,25%,26%,?,9%,1%,-1,11%,CCC(C(=O)NCc1ccccc1Cl)n1nc(C)c2sc3ccccc3c2c1=O (centres undefined)
?,-3%[57.1 µM],?,-4%[57.1 µM],-19%,7%,-8%,-6,1%,Cc1ccc(S(=O)(=O)Nc2cc3c(C(=O)O)c(C)oc3c3ccccc23)c(C)c1
-2%,-23%,45%[activator],-5%,-18%,9%,4%,-5,11%,CCOC(=O)c1nnc(-c2cccs2)nc1Oc1ccc(Cl)cc1
?,23%,-4%,-1%,-23%,6%,-10%,2,6%,CC(C)Sc1nsc2nc(=O)c(/C=C3\C=Nc4ccccc43)c(N)n12
?,15%,34%,2%,/,/,/,/,/,Cc1ccc(Nc2nc(NCc3ccco3)nc3nccnc23)cc1
-7%,10%[57.1 µM],28%,5%[57.1 µM],5%,8%,-1%,-3,-9%,COCCN=C1NC(=O)C(CC(=O)Nc2cccc(Cl)c2C)S1 (centres undefined)
11%,16%,-11%,-5%,-3%,18%,/,0,5%,Cc1[nH]c2ccccc2c1/C=N/NC(=O)c1cc(-c2cccs2)[nH]n1
-11%,16%,26%,-1%,-12%,-6%,2%,-1,3%,Cc1ccc(C(=O)NNC(=O)C2CCN(S(=O)(=O)c3ccc(C)cc3)CC2)cc1
-2%,14%[57.1 µM],43%[activator],5%[57.1 µM],-9%,-1%,-11%,-1,-4%,O=C(NC1CCCCC1)C1CC(=O)N(c2ccc(Cl)cc2)C1 (centres undefined)
7%,-20%,0%,1%,-15%,-12%,-1%,-9,2%,Cc1cc(Cl)ccc1NC(=O)CSc1nnc(-c2ccncc2)n1Cc1ccco1
?,-16%,-19%,-11%,-37%,-5%,/,1,/,CCCN(CCC)CC(O)Cn1cc(/C=C/C(=O)c2ccc(OC)cc2)c2ccccc21 (centres undefined)
5%,21%,37%,1%,-16%,-2%,-8%,1,0%,Cc1ccc(CNC(=O)COC(=O)Cn2nc(C)c([N+](=O)[O-])c2C)cc1
/,/,/,/,-2%,1%,0%,4,6%,C=CCN1CCN(c2ccncc2S(=O)(=O)N2CCN(C)CC2)CC1
-7%,16%[57.1 µM],5%,9%[57.1 µM],-1%,7.1µM*,-10%,-5,2%,O=C(N/N=C/c1ccc(O)c(O)c1)c1cccc(S(=O)(=O)N2CCCCC2)c1
/,10%[57.1 µM],25%,0%[57.1 µM],16µM*,3%,11%,-11,13%,Nc1ccc2nc3c(=O)n(CCc4ccccc4)c(=O)[nH]c3nc2c1
-2%,25%,18%,6%,-17%,-4%,-5%,7,-1%,Cc1ccc(C(=O)N2CCNC(=O)C2CC(=O)Nc2ccccc2)cc1 (centres undefined)
5%,3%,18%,2%,-13%,0%,1%,1,9%,COc1ccc(OCC(=O)Nc2cccc(-c3nc4ccccc4[nH]3)c2)cc1
-6%,22%[57.1 µM],21%,23%[57.1 µM],1%,0%,0%,-5,15%,O=C1c2cccc3cccc(c23)C(=O)N1CC1CCCO1 (centres undefined)
0%,16%[57.1 µM],7%[57 µM],0%[57.1 µM],-6%,-4%,/,-1,/,Cn1c(=O)c2c(SCC(=O)N3CCc4ccccc43)nc(-c3ccccc3Cl)nc2n(C)c1=O
-6%,5%,18%,8%,-10%,2%,10%,6,3%,CCCCn1c(N)c(N(CC)C(=O)c2cccc(S(=O)(=O)N3CCN(C)CC3)c2)c(=O)[nH]c1=O
94%[activator],6%,9%,-6%,?,2%,-4%,-3,-11%,CN(C)S(=O)(=O)c1ccc(Cl)c(NC(=O)COC(=O)c2ccc3c(c2)NC(=O)CS3)c1
7%,-26%,27%,-6%,-1%,5%,3%,6,2%,O=S(=O)(Nc1ncccn1)c1ccc(NC(=S)Nc2ccccc2Cl)cc1
-10%,14%,38%,-1%,-22%,-5%,0%,3,1%,COC(=O)[C@H](Cc1ccccc1)NC(=O)Nc1ccc(OC)cc1
0%,10%,6%,7%,-6%,-2%,/,-3,3%,O=C(c1cc(S(=O)(=O)N2CCOCC2)c(Cl)cc1Cl)N1CCCCC1
1%,-4%[57.1 µM],44%[activator],9%,-7%,-14%,1%,-1,-9%,CCC(C(=O)NC1CCCC1)N(Cc1ccccc1Cl)C(=O)c1snc(C(N)=O)c1N (centres undefined)
5%,-47%,-7%,15%[57.1 µM],-12%,1%,2%,3,10%,Nc1ccc(C(=O)OCC(=O)Nc2cccc(S(=O)(=O)NC3=NCCCCC3)c2)cc1[N+](=O)[O-]
5%,19%[57.1 µM],14%,-1%,-14%,-4%,-3%,-3,-25%,CCOC(=O)c1c(-c2ccc(OC)cc2)csc1NC(=O)CSc1nnc(C)c(=O)[nH]1
1%,10%[57.1 µM],36%,8%[57.1 µM],7%,-1%,-4%,-6,5%,O=C(CCCNS(=O)(=O)c1cccc2nsnc12)NCc1ccc(F)cc1
-6%,-14%[57.1 µM],63%[activator],0%[57.1 µM],-17%,-3%,0%,-1,3%,O=C1C(=O)N(Cc2cccnc2)C(c2ccccn2)/C1=C(/O)c1ccc(Br)cc1 (centres undefined)
2%,11%[57.1 µM],11%[57 µM],9%[57.1 µM],-22%,3%,8%,-5,10%,COc1ccc(CC2(c3ccccc3)NC(=O)NC2=O)cc1 (centres undefined)
0%,17%[57.1 µM],26%,1%[57.1 µM],-12%,4%,i,4,5%,C=C(C)Cn1c(CCCNC(=O)CC)nc2ccccc21
0%,21%,22%,1%,-10%,12%,0%,-2,-2%,O=C(CCc1nnc(C2(c3ccc(Cl)cc3)CCC2)o1)N1CCCC1
8%,6%,14%,1%,?,1%,i,-4,-12%,O=C(CN(C(=O)CCC(=O)Nc1nccs1)c1ccc2c(c1)OCO2)NCc1ccccc1
5%,-4%,117%[activator],18%,-8%,1%,8%,1,-1%,C#CCSc1nnc(-c2cccc3ccccc23)o1
4%,17%,94%[activator],-1%,?,-6%,-6%,-4,14%,COCCCNc1nc(-c2ccc(Cl)cc2)nc2ccccc12
0%,22%[57.1 µM],31%,3%[57.1 µM],-20%,0%,-5%,4,11%,CC(C)c1ccc(NC(=O)c2n[nH]c(=O)c3ccccc23)cc1

# Copied from the list:
# Result for `C=C(C)Cn1c(CCCNC(=O)CC)nc2ccccc21` in GLS inh: 4%
# Result for `Nc1ccc(C(=O)OCC(=O)Nc2cccc(S(=O)(=O)NC3=NCCCCC3)c2)cc1[N+](=O)[O-]` in PI4K2A block: 3

# Compound activity from PubChem BioAssay.
